FLuc stim CS: affects firefly luciferase, flagging false hits in luciferase stimulation screens; ATPlite luciferase biochemical, luminescence, 10 min; 0 = ATP-free wells, 1 = DMSO control; 200,000 tested, under 10 active; activation factor at 10 µM;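 active means luciferase activation factor, scaled between plate controls, of at least 2 with compound at 10 µM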
Target sequence (P08659 whole entry, looked up): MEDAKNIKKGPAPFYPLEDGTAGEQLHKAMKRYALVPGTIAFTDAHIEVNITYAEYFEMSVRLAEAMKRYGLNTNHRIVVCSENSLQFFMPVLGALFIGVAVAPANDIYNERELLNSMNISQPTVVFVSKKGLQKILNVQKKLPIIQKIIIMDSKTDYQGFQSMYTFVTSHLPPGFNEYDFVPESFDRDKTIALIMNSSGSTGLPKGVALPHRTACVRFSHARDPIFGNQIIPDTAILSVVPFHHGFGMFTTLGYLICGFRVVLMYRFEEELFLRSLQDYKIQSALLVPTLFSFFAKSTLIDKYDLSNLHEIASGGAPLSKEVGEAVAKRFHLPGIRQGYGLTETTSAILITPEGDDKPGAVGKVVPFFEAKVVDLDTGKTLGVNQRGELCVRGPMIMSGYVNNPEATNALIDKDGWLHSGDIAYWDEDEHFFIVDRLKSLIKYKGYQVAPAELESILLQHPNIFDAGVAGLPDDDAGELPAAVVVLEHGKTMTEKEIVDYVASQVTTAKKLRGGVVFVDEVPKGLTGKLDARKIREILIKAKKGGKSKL
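System: luciferase plus luciferin reagent, cell-free; medium: PBS as buffer for the ATP substrate; dosing: test compounds dosed from 2 mM stocks in 100% DMSO; timing: 10 min post-reagent at room temperature; measured by: luminescence measurement of luciferase light output; evaluation: luciferase activation, seen as luminescence increase over controls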
Diaph inh CS: counter-screen for diaphorase-based assays: diaphorase inhibitors and chemical oxidizers; diaphorase resazurin-to-resorufin fluorescence, NADH, 16 min; bacterial (C. kluyveri) enzyme, not human; inhibition, % at 20 µM; hit rate 0.69% among 190,000;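 active means primary screen inhibition at 20 µM above a set limit, cut at about 50% in these data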;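 further: plate controls were DMSO with full reaction for no effect and wells lacking NADH for full effect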
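Test system: diaphorase enzyme from Clostridium kluyveri; amount: diaphorase at 0.14 U/mL in enzyme working solution; detection: fluorescence of resorufin formed from resazurin, Ex 544/Em 590 nm; times: reaction incubation of 16 min at room temperature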
TNAP inh noacc: inhibitors of human TNAP without phosphate acceptor; P05186; purified TNAP, CDP-star luminescence, 30 min; inhibition, % at 20 µM; hit rate 0.26% among 200,000; AID 1012;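 active means tissue-nonspecific alkaline phosphatase inhibition above about 50% at 20 µM in the single-dose screen, limit read from the data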;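 further: 0% = DMSO negative control and 100% = EDTA positive control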
Target sequence (P05186 whole entry, looked up): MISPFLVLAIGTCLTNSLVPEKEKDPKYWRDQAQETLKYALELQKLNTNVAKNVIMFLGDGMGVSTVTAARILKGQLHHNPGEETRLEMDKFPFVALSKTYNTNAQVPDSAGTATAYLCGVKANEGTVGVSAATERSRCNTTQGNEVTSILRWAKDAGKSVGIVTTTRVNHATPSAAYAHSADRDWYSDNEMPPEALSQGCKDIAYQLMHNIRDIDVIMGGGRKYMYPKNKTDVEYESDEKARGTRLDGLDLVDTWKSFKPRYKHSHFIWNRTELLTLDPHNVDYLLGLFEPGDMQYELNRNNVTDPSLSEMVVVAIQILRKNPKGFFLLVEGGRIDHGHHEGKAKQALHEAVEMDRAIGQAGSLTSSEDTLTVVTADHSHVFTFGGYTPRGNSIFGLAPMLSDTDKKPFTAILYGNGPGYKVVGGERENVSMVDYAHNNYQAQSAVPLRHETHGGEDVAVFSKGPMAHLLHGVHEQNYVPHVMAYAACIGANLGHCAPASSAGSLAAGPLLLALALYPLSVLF
TNAP inh hi DEA: TNAP (human) inhibition, high acceptor. P05186. purified TNAP, CDP-star luminescence, 1 M DEA. inhibition, % at 20 µM. hit rate 0.03% among 200,000. AID 1135;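 active means over 50% inhibition of tissue-nonspecific alkaline phosphatase at 20 µM in the single-dose screen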;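 further: plate controls were DMSO wells for no effect and EDTA-quenched wells as full inhibition for full effect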
Efa HMGR inh: blocks class II HMG-CoA reductase of Enterococcus faecalis; AID 1066; hit rate 0.41% among 190,000; purified E. faecalis HMGR, NADPH absorbance 340 nm kinetic; inhibition, % at 10 µM;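 active means inhibition above a set limit, the median over all tested compounds plus 3 SD, cut at about 9.5% in these data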;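 further: enzyme runs in reverse so mevalonate oxidation gives rising NADPH absorbance; 0% = complete reaction with DMSO and 100% = background rate lacking mevalonate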
PMI act hi M6P: activators of human phosphomannose isomerase at near-saturating mannose 6-phosphate | coupled PMI enzyme assay, resazurin fluorescence, 20 min; active compounds read high; 1 = untreated enzyme, 0 = substrate-free blank | activation factor at 20 µM | hit rate 0.34% among 190,000;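 active means activation factor of 2 or more at 20 µM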
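test system = human PMI in coupled enzyme assay | medium = HEPES-buffered pH 7.4 with magnesium and detergent | also added = 1.0 mM mannose-6-phosphate substrate with 0.22 mM NADP+ | compound = 20 µM single dose | times = 20 min incubation at room temperature | measured by = resorufin fluorescence (Ex 544/Em 590 nm) from resazurin via diaphorase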
TNAP act hiacc: activators of human TNAP at high phosphate acceptor concentration; activation factor at 20 µM; 200,000 tested, under 10 active; purified TNAP, CDP-star luminescence, 1 M DEA, 30 min; active compounds read high; 0 = EDTA background, 1 = DMSO-only activity; P05186;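 active means activation factor at least 2 at 20 µM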
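Measured by: Luminescent substrate turnover signal | Test system: Human TNAP | Input: TNAP 1/800 final | Dosing: 20 µM single point | Schedule: 30 min, room temperature | Controls: EDTA wells as negative control, DMSO wells as positive control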
Diaphorase act: activates diaphorase or chemically reduces, flagging diaphorase assay artifacts | Diaphorase/resazurin coupled assay, resorufin fluorescence, 16 min; active compounds read high; 1 = vehicle wells, 0 = NADH-free wells | activation factor at 20 µM | hit rate 0.005% among 190,000 | AID 1229;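 active means diaphorase activity raised at least twofold by the compound at 20 µM; inactive means activation factor below 2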
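Material: purified diaphorase enzyme from Clostridium kluyveri; Also added: 0.114 mM NADH and 0.1 mM resazurin, final amounts; Doses: single compound dose of 20 µM, 1% DMSO final; Times: 16 min enzyme reaction, ambient temperature; Detection: resorufin fluorescence, excitation 544 nm, emission 590 nm; Measure: increased resorufin signal from activators or reducing compounds.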
PMI activator: activators of human phosphomannose isomerase. activation factor at 20 µM. purified human PMI, coupled resazurin fluorescence, 20 min; active compounds read high; 1 = vehicle control, 0 substrate-free wells. hit rate 0.005% among 190,000. AID 1214. P34949;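 active means activation factor of 2 or more at 20 µM, relative to plate controls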
G6PDH counter: L. mesenteroides G6PDH inhibition counter-screen. Purified L. mesenteroides G6PDH, diaphorase/resazurin coupled fluorescence, 45 min. inhibition, % at 5 µM. hit rate 0.12% among 200,000. AID 1020; in the data active means inhibition above about 50%
An asterisk follows results filed as active. Not a hit list; overall some 1.7% were active at least once.

SMILES,PMI activator,TNAP inh noacc,PMI act hi M6P,TNAP inh hi DEA,Diaph inh CS,TNAP act hiacc,Diaphorase act,Efa HMGR inh,FLuc stim CS,G6PDH counter
C=C(C)c1cccc(C(C)(C)NC(=O)N2CCCCC2CC)c1 (configuration not stated),1,-13,1,-10,17,1.1,0.8,-2,1.1,3
Nc1nonc1-c1nc2ccccc2n1CCC(=O)O,1.1,2,0.9,-2,22,1,0.8,-2,1.1,2
COc1ccc(CNC(=O)C2CCN(S(=O)(=O)c3cc(OC)ccc3OC)CC2)cc1,0.9,-14,0.9,-5,13,1,0.9,-4,1,-2
COc1ccc(C)cc1Nc1cc(C)nc2nc(C)nn12,0.9,-14,0.9,-4,17,1,0.8,-2,1.1,21
COCc1nc2ccccc2n1Cc1c(F)cccc1Cl,1,-7,1.1,-7,-8,1.1,1.1,-2,1,11
CCn1c(=O)c(C(=O)Nc2ncccc2C)c(O)c2ccccc21,0.9,-2,0.9,-7,2,1.1,1,-1,1,17
CCc1nc(C)ccc1OCC(=O)N(CC)CC,1,-12,1,-2,10,1,0.9,0,1,-7
Cc1[nH]c2ccccc2c1/C=N/NC(=O)Nc1ccccc1,1.2,-9,1.1,-3,8,1,0.9,2,1,2
CNC(=O)COC(=O)c1ccc(Cl)c(S(=O)(=O)N2CCCC2)c1,1.1,-7,1,-5,-2,1,1,2,1,2
N#CCC(=O)N/N=C/c1ccc(OC2CSC2)cc1,1,-6,0.9,0,-6,1,1.1,-6,1,-1
Cc1c(NC(=O)C(C)OC(=O)c2cc(Cl)nc(Cl)c2)c(=O)n(-c2ccccc2)n1C (configuration not stated),0.9,-16,1,-4,14,1,0.9,-2,1.1,1
O=C(CN1C(=O)COc2ccccc21)Nc1ccc2c(c1)OCCO2,1.1,4,1,2,-5,1,1.1,1,1,8
COC(=O)c1ccc(N=Nc2ccccc2)cc1,0.9,11,0.9,32,16,0.7,0.8,5,0.4,-1
Cc1ccc2[nH]c(=O)c(C3C(C#N)=C(N)Oc4c3ccc3cccnc43)cc2c1 (configuration not stated),0.9,1,0.8,2,45,1,0.6,3,1,11
CC(C)OC(=O)CSc1nnc(-c2ccc(Cl)cc2Cl)n1N,1,7,1.1,2,4,1,1,-7,1,13
C=CS(=O)(=O)c1ccc(Oc2ccc(S(=O)(=O)C=C)cc2)cc1,0.9,8,1,4,13,1,0.9,-5,1,1
O=C(NCCN1C(=O)S/C(=C\c2ccccc2)C1=O)C1CCN(S(=O)(=O)c2cccs2)CC1,0.9,-6,0.9,-5,14,1.1,0.9,-1,1,-5
CCn1c(SCC(=O)c2ccc3ccccc3c2)nnc1-c1cccs1,0.9,-2,0.9,-2,21,1,0.8,-4,1.1,5
N#Cc1cn(CCOc2ccc(F)cc2)c2ccccc12,0.9,-2,1,-5,16,1.1,0.8,0,1.1,6
CCOC(=O)c1cccc(NC(=O)CSc2nnc(COc3ccccc3)n2CC)c1,0.9,-5,0.9,-2,14,1,0.9,4,1,7
c1ccc(CN2CCN(CCN3CCn4c3nc3ccccc34)CC2)cc1,1.1,-15,1.1,-7,18,1.1,0.8,-5,1.1,7
Cn1cnnc1SCC(=O)c1cccc([N+](=O)[O-])c1,0.9,-7,0.7,-4,24,1,0.8,0,1,-8
CC1CC(C)CN(CC(O)COCCOc2ccc(Br)cc2)C1 (configuration not stated),1.2,4,1,2,7,1,0.9,3,1,-2
Cc1c(NC(=O)CN2C(=O)c3ccc([N+](=O)[O-])cc3C2=O)c(=O)n(-c2ccccc2)n1C,1.1,-3,0.9,0,1,1,1,-6,1,4
O=C(/C=C/c1ccccn1)c1ccc(Br)cc1O,0.9,-5,0.8,6,19,0.9,0.8,2,1,0
COCC(=O)Nc1cc(C)c2c(=O)oc3ccccc3c2n1,0.9,-6,1,-3,6,1,0.9,-4,1.1,6
Cn1ncc(Cl)c(Oc2ccc(C(C)(C)C)cc2)c1=O,0.9,-6,1,4,2,1,1,5,1,11
COCCNC(=S)NN(c1ccccc1)c1ccccc1,0.9,-10,1,-3,-1,1,1,-4,1,15
COc1cc([N+](=O)[O-])c(N2CCOCC2)c([N+](=O)[O-])c1OC,1.1,14,0.8,11,-4,0.9,1,3,1,0
CN1CCN(C(=O)CCN2C(=O)c3ccccc3C2=O)CC1,0.9,-5,0.9,-5,20,1,0.8,-7,1,17

An excerpt from above in order of their number in TNAP inh hi DEA, high to low:
compound,PMI activator,TNAP inh noacc,PMI act hi M6P,TNAP inh hi DEA,TNAP act hiacc,Diaphorase act,Efa HMGR inh,FLuc stim CS
COc1cc([N+](=O)[O-])c(N2CCOCC2)c([N+](=O)[O-])c1OC,1.1,14,0.8,11,0.9,1,3,1
COc1ccc(C)cc1Nc1cc(C)nc2nc(C)nn12,0.9,-14,0.9,-4,1,0.8,-2,1.1
N#Cc1cn(CCOc2ccc(F)cc2)c2ccccc12,0.9,-2,1,-5,1.1,0.8,0,1.1
c1ccc(CN2CCN(CCN3CCn4c3nc3ccccc34)CC2)cc1,1.1,-15,1.1,-7,1.1,0.8,-5,1.1

The listing continues.
SMILES,PMI activator,TNAP inh noacc,PMI act hi M6P,TNAP inh hi DEA,Diaph inh CS,TNAP act hiacc,Diaphorase act,Efa HMGR inh,FLuc stim CS,G6PDH counter
O=C(Nc1cccc2ccccc12)N1CCN(c2ncccn2)CC1,0.7,0,0.3,1,24,1,0.8,-5,1,9
O=C(c1ccccc1)N1CCN(S(=O)(=O)N2CCOCC2)CC1,1.1,-9,1,-2,-8,1,1.1,-4,1,3
CCc1ccc(-c2nn[nH]n2)cc1,1.1,-14,1.1,-6,4,1.1,1,2,0.7,-4
Cc1c(C(=O)N2CCN(CCc3ccccc3)CC2)oc2ccccc12,0.9,-1,1,-1,4,1,1,3,1,7
Cc1cc(Nc2ccc(N3CCC(C)CC3)cc2)n2ncnc2n1,1,-7,1.1,-4,5,1,0.9,-2,1,-14
CCOC(=O)c1c(NC(=O)OC)sc2c1CCC2,0.9,2,0.9,0,8,1,0.9,-5,1.1,-19
COc1ccc(C(c2c(O)nc(SC)n(C)c2=O)c2c(O)nc(SC)n(C)c2=O)cc1O,1.1,-3,1.1,-3,1,1,1,-1,1,13
COc1ccc(NC(=O)Cc2c(C)n(C(=O)c3ccc(Cl)cc3)c3ccc(OC)cc23)cc1,0.9,-8,0.9,0,6,1,0.9,4,1,-28
CCN(CC)CCOC(=O)c1ccc(NC(=O)c2cn(-c3ccccc3)nc2-c2cccs2)cc1,1,-14,0.9,-8,-45,1.1,1.4,7,0.8,-3
Cc1nnc(SCC(=O)Nc2nc(-c3ccc(F)cc3)cs2)[nH]c1=O,0.9,-7,0.9,-2,14,1,0.9,-6,1,12
CC1CCCN(c2nc3nonc3nc2Nc2ccccc2F)C1 (configuration not stated),1,-11,1,-4,14,1,0.9,-5,1.1,8
CCCOc1ccc(NC(=O)CC2C(=O)N(CC)C(=S)N2Cc2cccs2)cc1 (configuration not stated),0.8,-8,0.8,-1,24,1,0.8,1,1,4
Cc1cc(C(F)(F)F)c2c(C)nn(CCc3nn[nH]n3)c2n1,0.9,-14,0.9,-5,14,1.1,0.9,-9,1,-5
O=C(NC1CC2CCC(C1)N2C(=O)NCc1ccccc1)NC12CC3CC(CC(C3)C1)C2 (configuration not stated),1.1,-1,1,-4,-4,1,1,-5,1.1,7
CC(C)CN(C(=O)c1nn(C)c(=O)c2ccccc12)c1nc2ccccc2s1,0.9,-5,0.9,-4,24,1,0.8,0,1,3
CCc1c(OC(C)=O)c2ccccc2n(C)c1=O,1.1,0,1.1,11,1,0.9,1,0,1,13
Cc1cccc(C)c1NC(=S)NCCCN1CCCC1=O,1,-11,1,-7,6,1.1,0.9,5,1,8
Cc1cccc2c(C(=O)O)cc(-c3cccnc3)nc12,1.2,-10,1.1,-1,11,1,0.9,3,1,4
COc1ccc(CC(C(=O)Nc2cccc(F)c2)c2nn[nH]n2)c(OC)c1 (configuration not stated),1.1,-16,0.9,-10,16,1.1,0.8,0,1.1,2
CCCCC(=O)Nc1cc(OCC)c(NC(=S)NC)cc1OCC,1,-11,0.6,-5,-5,1.1,1.1,-24,1,6
CCCCn1c(C(C)O)nc2ccccc21 (configuration not stated),0.9,-4,0.9,1,10,1,0.9,3,0.9,8
CC(=O)Nc1ccc(NC(=O)C2(C)CC2(Cl)Cl)cc1 (configuration not stated),1,-1,1.1,0,-13,1,1.1,-2,1,5
Cc1ccc(S(=O)(=O)N(C(=O)c2ccncc2)c2ccc(OC(=O)c3ccncc3)c3ccccc23)cc1,0.8,12,0.6,2,33,1,0.7,-1,1,-15
CCOc1cc(C(=S)N2CCOCC2)ccc1OS(=O)(=O)c1ccccc1,0.9,-5,0.9,0,20,1,0.8,-7,1,9
Cc1ccc(C(=O)Nc2nnc(-c3cccs3)s2)cc1C,1.1,-4,1.1,-4,1,1,1,-4,1.1,10
O=C(O)CCc1ccc(-c2ccc(F)cc2)n1CC1CCCO1 (configuration not stated),1,-12,0.9,-4,12,1,0.9,-4,1.1,6
COc1ccc(NC(=O)c2ccccc2F)cc1Cl,1,-13,1,-3,6,1,0.9,3,0.6,-1
Cc1ccc(S(=O)(=O)Nc2ccc(C(OC(=O)c3ccccc3[N+](=O)[O-])(C(F)(F)F)C(F)(F)F)cc2)cc1,0.9,-6,0.9,-8,20,1.1,0.8,-6,1,7
CC(=O)N1CCN(c2ccc(NC(=O)/C=C/c3ccccc3)cc2)CC1,1.1,6,1,8,-24,0.9,1.2,3,1,-5
O=C(NCCc1ccccc1)C1CCCN1S(=O)(=O)c1ccccc1 (configuration not stated),1,-5,0.9,0,4,1,1,-2,1,5
Cc1c(C(=O)Nc2nnc(SCc3ccccc3Cl)s2)cccc1[N+](=O)[O-],1.1,-8,1,-2,0,1,1,-1,1.1,9
Clc1ccc(-c2nnc3n2CCCCS3)cc1,1.1,-5,1.1,-4,7,1,0.9,-2,1.1,0
